MC4R barr agon = MC4R agonists recruiting beta-arrestin, primary screen, cell-based, luminescence, agonist arm of biased-ligand search. U2OS MC4R beta-arrestin complementation; percent of melanotan II response, DMSO zero. Melanocortin receptor 4 (Homo sapiens), P32245. activation, % at 8.9 µM. 360,000 compounds, 0.98% hits;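 active = activation above a per-plate cutoff, the mean activation of sample wells on that plate plus 3 SD, cut at about 8% in these data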
Target sequence (P32245 whole entry, looked up): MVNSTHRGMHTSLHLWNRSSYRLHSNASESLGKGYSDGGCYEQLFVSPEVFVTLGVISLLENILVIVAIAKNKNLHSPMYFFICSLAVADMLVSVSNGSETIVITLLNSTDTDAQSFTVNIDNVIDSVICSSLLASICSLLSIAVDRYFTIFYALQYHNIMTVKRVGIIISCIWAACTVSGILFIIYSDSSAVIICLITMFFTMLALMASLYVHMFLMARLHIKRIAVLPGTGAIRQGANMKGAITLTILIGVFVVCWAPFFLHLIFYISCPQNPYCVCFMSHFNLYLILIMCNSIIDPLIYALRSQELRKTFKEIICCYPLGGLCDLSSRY
NR2F2 inh = NR2F2 transcriptional activity inhibitors, primary screen, cell-based, luciferase reporter, HEK293T, luminescence | HEK293T NGFI-A luciferase reporter | inhibition, % at 8.6 µM | 370,000 compounds, 0.7% hits | AID 686940, 2013 | COUP transcription factor 2 (Homo sapiens), P24468;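 active = inhibition above a per-plate cutoff, mean inhibition of test wells between control levels plus 3 SD, cut at about 38% in these data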;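 also: cells cotransfected with COUP-TFII expression vector driving the NGFI-A reporter; 0% = median of COUP-TF2 test wells and 100% = reporter-only cells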
Target sequence (P24468 whole entry, looked up): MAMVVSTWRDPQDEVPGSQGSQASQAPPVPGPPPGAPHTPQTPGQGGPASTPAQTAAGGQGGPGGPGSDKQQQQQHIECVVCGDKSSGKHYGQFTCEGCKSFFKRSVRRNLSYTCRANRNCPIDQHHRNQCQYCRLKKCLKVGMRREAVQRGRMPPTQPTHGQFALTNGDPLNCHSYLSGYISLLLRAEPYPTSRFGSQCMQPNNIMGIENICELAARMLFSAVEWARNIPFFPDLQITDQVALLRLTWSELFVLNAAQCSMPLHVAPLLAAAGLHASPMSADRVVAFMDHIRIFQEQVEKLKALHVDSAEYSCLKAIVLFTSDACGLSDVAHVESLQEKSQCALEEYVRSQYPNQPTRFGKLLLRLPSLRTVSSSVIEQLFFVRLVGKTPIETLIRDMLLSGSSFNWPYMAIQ
NCOA3 inh = SRC3 coactivator transcriptional activity inhibitors, primary screen, cell-based, luminescence; Nuclear receptor coactivator 3 (Homo sapiens), Q9Y6Q9; HEK293 GAL4-SRC3 luciferase reporter; inhibition, % at 3.6 µM; 360,000 compounds, 0.17% hits;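 active = inhibition above a per-campaign cutoff, the mean of all compounds plus 3 SD, cut at about 60% in these data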;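 also: 0% = DMSO-treated cells and 100% = gossypol-treated cells at 36 µM; higher means less SRC3-driven luciferase light from the GAL4 reporter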
NR5A2 inv ag = LRH-1 (NR5A2) inverse agonists, primary screen, cell-based, luminescence, HEK293T, StAR-luciferase reporter; inhibition, % at 3.6 µM; LRH-1 transfected, 24 h; Nuclear receptor subfamily 5 group A member 2 (Homo sapiens), O00482; 360,000 compounds, 0.13% hits; AID 602396, 2012;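 active = inhibition above the mean inhibition of all tested compounds plus 3 SD, cut at about 73% in these data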;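 also: 0% = DMSO wells and 100% = reporter-only cells lacking LRH-1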
SRC2 inh = inhibition of GAL4-SRC2 driven luciferase reporter, primary screen, SRC2 inhibitor project, cell-based, luminescence; Nuclear receptor coactivator 2 (Homo sapiens), Q15596; HEK293 GAL4-SRC2 luciferase reporter; inhibition, % at 9 µM; 370,000 compounds, 0.17% hits; AID 651957, 2012;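 active = inhibition above the mean inhibition of all tested compounds plus 3 SD, set per campaign, cut at about 52% in these data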;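 also: 0% = DMSO treated cells and 100% = cells given Gossypol at 36 µM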
ABHD5 PLIN5 PPI = ABHD5-PLIN5 interaction inhibitors, primary screen, cell lysate, split luciferase complementation, luminescence; 360,000 compounds, 0.78% hits; Split G. princeps luciferase complementation, 4 h; inhibition, % at 4 µM; AID 602281, 2012; Perilipin-5 (Homo sapiens) + 1-acylglycerol-3-phosphate O-acyltransferase ABHD5 (Homo …;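 active = inhibition above the mean inhibition across every tested compound plus 3 SD, cut at about 22% in these data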;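 also: 0% = DMSO only wells and the 100% control is not disclosed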
NCOA1 inh = SRC1 coactivator transcriptional activity inhibitors, primary screen, cell-based, luminescence; inhibition, % at 3.6 µM; HEK293 GAL4-SRC1 luciferase reporter; 360,000 compounds, 0.12% hits;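 active = inhibition above the campaign mean plus 3 SD, with each screening campaign given its own cutoff, cut at about 60% in these data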;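 also: 0% = DMSO treated cells and 100% = gossypol at 36 µM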
MC4R antagonist = MC4R antagonists of cAMP signaling, primary screen, cell-based, TR-FRET, antagonist arm of biased-ligand search | MC4R-expressing cells, MTII-stimulated cAMP, LANCE TR-FRET | inhibition, % at 6.5 µM | 360,000 compounds, 0.48% hits | AID 540295, 2011;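 active = inhibition above its plate's cutoff, the mean of tested wells on that plate plus 3 SD, cut at about 29% in these data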;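 also: 0% = Melanotan II alone and 100% = Melanotan II plus saturating MCL0020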
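Material: human MC4R-expressing U2OS cells. Probe or stimulus: Melanotan II challenge. Dosing: 6.5 µM single dose. Times: 30-min compound, 1-h challenge, 1-h detection, room temperature. Technique: TR-FRET with Eu-cAMP and labeled anti-cAMP, 671 nm. Replication: singlicate.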
TLR9-MyD88 block = inhibitors of TLR9-MyD88 association in cells, primary screen, cell-based, CHO, BLA complementation, fluorescence. CCF4 FRET ratio. inhibition, % at 4.98 µM. 340,000 compounds, 0.21% hits. AID 504734, 2011. Toll-like receptor 9 (Homo sapiens) + Myeloid differentiation primary response protein …;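 active = inhibition above the mean over all tested compounds plus 3 SD, cut at about 21% in these data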;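 also: 0% = DMSO only wells and 100% = clavulanate BLA inhibitor control wells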
LMP1 NFkB inh = EBV LMP1-driven NF-kappaB luciferase reporter inhibitors, primary screen, cell-based, luminescence, single point; inhibition, % at 12.5 µM; AID 504558, 2011; 350,000 compounds, 0.69% hits; LMP1-induced NF-kappaB luciferase reporter cells; in the data active = inhibition above about 41%;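 also: 0% = neutral control wells and 100% = reference inhibitor control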
NOD2 RIPK2 PPI = NOD2-RIPK2 binding disruptors in cells, primary screen, fluorescence, CHO cells, BLA complementation; Receptor-interacting serine/threonine-protein kinase 2 (Homo sapiens), O43353; inhibition, % at 4.98 µM; 360,000 compounds, 0.38% hits; CCF4 ratio; in the data active = inhibition above about 21%;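 also: 0% = vehicle only and 100% = reference blocker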
Active calls of the source: *; nt = no result given. An excerpt; the hit share may differ from the screen's.

MC4R barr agon,NR2F2 inh,NCOA3 inh,NR5A2 inv ag,SRC2 inh,ABHD5 PLIN5 PPI,NCOA1 inh,MC4R antagonist,Structure,TLR9-MyD88 block,LMP1 NFkB inh,NOD2 RIPK2 PPI
-0.3,-17.1,8.1,5.3,-9.4,4.1,3.6,2.0,O=C1CC(C(=O)Nc2ccc(C(=O)O)cc2)C(c2ccccc2)O1 (stereo not given),-4.4,-4.6,-24.4
-1.3,-11.3,-0.9,-8.4,-16.7,-1.8,-8.1,12.1,Cc1cc(NC(=O)COc2c(C)cccc2C)no1,11.1,3.2,4.9
-2.0,0.4,8.0,3.7,-1.2,3.6,12.7,-2.7,Nc1nnc(CC(=O)NCc2ccccc2)s1,-1.2,3.9,13.0
-0.4,1.7,7.5,-8.4,11.1,-7.3,0.3,-1.0,Cc1oc2c(c1C(=O)NCCO)CCCC2,4.4,-4.0,2.2
3.8,-36.6,-110.5,-125.8,-35.2,-2.1,-68.3,18.4,COc1ccc(NC(=O)Nc2cc(C)ccc2F)cc1,3.0,-34.7,-8.5
-1.8,-29.7,-11.7,-47.0,-8.8,0.8,-26.9,-1.9,COC(=O)C1C(=O)C=C(Nc2ccc(F)cc2F)CC1c1ccc(OC)cc1 (stereo not given),-2.4,0.1,-1.2
3.0,13.7,7.9,-29.7,11.7,-12.0,7.3,3.7,CCOc1cc(C(=O)Nc2ccc(S(=O)(=O)Nc3cnc4ccccc4n3)cc2)cc(OCC)c1OCC,7.5,1.1,8.5
1.3,-4.3,6.1,-3.5,-11.5,2.9,-17.0,6.8,CC(=O)Nc1cccc(NC(=O)c2ccc([N+](=O)[O-])cc2Cl)c1,3.6,-1.3,-28.3
-0.2,16.7,9.8,-9.5,15.4,0.9,-23.0,20.2,Cc1c(NC(=O)CC2CC(C)OC2=O)c(=O)n(-c2ccccc2)n1C (stereo not given),3.6,-12.6,1.7
0.0,17.2,-3.9,-7.3,3.4,-2.0,-8.4,13.7,COC(=O)C(CCSC)NC(=O)C(NC(=O)C1CCC(C)CC1)C(C)C (stereo not given),5.0,3.2,2.3
1.3,11.5,9.4,19.5,10.0,-3.0,6.3,19.1,CC1(C)OC(C)(C)/C(=C\c2ccccc2[N+](=O)[O-])C1=O,5.2,3.1,2.7
-1.2,10.7,13.6,10.2,15.5,8.8,4.5,10.4,COc1ccccc1N1CCN(CC(O)COc2ccc(S(=O)(=O)N3CCOCC3)cc2)CC1 (stereo not given),-0.5,11.2,-1.5
-0.1,7.4,7.3,8.6,-2.9,1.6,-21.2,7.9,CCOc1ccc(NC(=O)CSc2nc3c([nH]c4ccccc43)c(=O)n2C)cc1,1.7,-5.2,7.3
-1.7,-4.0,-4.7,-20.8,28.9,-0.1,5.2,6.1,CCC(C)[C@H](NC(=O)[C@H](Cc1ccccc1)n1c(=O)[nH]c2ccccc2c1=O)C(=O)N1CCC(C(=O)O)CC1 (stereo not given in full),6.7,-0.7,-0.1
1.1,-3.3,-9.2,-42.7,0.9,16.6,-23.4,0.9,Cc1ccc(-c2ccc(C(=O)Nc3ccccc3)o2)c2ccccc12,-1.9,-5.3,0.6

In a second layout: results already given
MC4R barr agon	NR2F2 inh	NCOA3 inh	NR5A2 inv ag	SRC2 inh	ABHD5 PLIN5 PPI	NCOA1 inh	MC4R antagonist	TLR9-MyD88 block	LMP1 NFkB inh	NOD2 RIPK2 PPI	canonical_smiles
1.1	-3.3	-9.2	-42.7	0.9	16.6	-23.4	0.9	-1.9	-5.3	0.6	Cc1ccc(-c2ccc(C(=O)Nc3ccccc3)o2)c2ccccc12
-0.1	7.4	7.3	8.6	-2.9	1.6	-21.2	7.9	1.7	-5.2	7.3	CCOc1ccc(NC(=O)CSc2nc3c([nH]c4ccccc43)c(=O)n2C)cc1
-0.3	-17.1	8.1	5.3	-9.4	4.1	3.6	2.0	-4.4	-4.6	-24.4	O=C1CC(C(=O)Nc2ccc(C(=O)O)cc2)C(c2ccccc2)O1 (stereo not given)
-1.3	-11.3	-0.9	-8.4	-16.7	-1.8	-8.1	12.1	11.1	3.2	4.9	Cc1cc(NC(=O)COc2c(C)cccc2C)no1
-1.7	-4.0	-4.7	-20.8	28.9	-0.1	5.2	6.1	6.7	-0.7	-0.1	CCC(C)[C@H](NC(=O)[C@H](Cc1ccccc1)n1c(=O)[nH]c2ccccc2c1=O)C(=O)N1CCC(C(=O)O)CC1 (stereo not given in full)

The list continues:
MC4R barr agon,NR2F2 inh,NCOA3 inh,NR5A2 inv ag,SRC2 inh,ABHD5 PLIN5 PPI,NCOA1 inh,MC4R antagonist,Structure,TLR9-MyD88 block,LMP1 NFkB inh,NOD2 RIPK2 PPI
1.9,8.0,3.8,-3.8,-0.1,-2.2,7.1,4.2,O=C(NCc1ccc2c(c1)OCO2)Nc1cccc2ccccc12,-5.2,-2.3,6.8
1.0,-8.2,3.2,-10.4,-6.8,1.8,-4.0,9.6,COC(=O)[C@@]1(Cc2ccc(OC)cc2)[C@@H]2[C@@H](CC(=O)[C@H]2CC(=O)C(=O)N(C)C)CN1C(=O)c1ccccc1,-4.2,6.1,7.4
0.9,-7.4,14.3,14.3,-3.5,-0.3,-11.0,1.0,CCSc1nc(NCCN(C)C)c2c3c(sc2n1)COC(C)(CC)C3 (stereo not given),-0.5,8.9,-1.9
-0.8,-40.8,-50.6,-139.7,-118.7,-0.6,-116.0,18.4,O=C(/C=C/c1c(F)cccc1Cl)Nc1ncccn1,-26.1,-18.6,-9.8
-1.2,-61.9,-0.1,-11.9,-99.1,-8.3,-8.0,-4.0,O=C(N/N=C/c1ccc(OC2CSC2)cc1)c1ccccc1,-0.1,-25.5,-11.9
-0.3,75.9*,30.6,33.1,20.8,-0.4,4.3,1.3,CCN(C(=O)c1ccc(C(C)(C)C)cc1)c1nnc(Cn2nnc3ccccc32)s1,2.7,2.2,-0.4
nt,-9.5,nt,-1.7,12.6,10.8,nt,nt,OC(c1ccccc1)(c1ccccc1)C1CCN(CCCOc2ccccc2Cl)CC1,nt,nt,1.4

Screening data from PubChem.
